RGS12 GoLoco inh = RGS12 GoLoco-Gai1 interaction inhibition; actives 0.44% (n = 230,000); P63096; Potency, µM (series often up to 61.6 µM), inactives show top-dose activity, negative = inhibition, most hits filed as inhibitors; Gai1:RGS12 GoLoco peptide FP, rhodamine, 10 min; AID 880; active = well fitted inhibition curve with a large enough effect, not every such curve was filed as active; inactive = no such curve, though single readings can be large or run the other way; also: % is scaled to controls: 0 for no effect and ±100 for the full control effect; nearly all actives have a fitted effect of over 30% in size; many of its hits are not listed in these tables
Target sequence (P63096 whole entry, looked up): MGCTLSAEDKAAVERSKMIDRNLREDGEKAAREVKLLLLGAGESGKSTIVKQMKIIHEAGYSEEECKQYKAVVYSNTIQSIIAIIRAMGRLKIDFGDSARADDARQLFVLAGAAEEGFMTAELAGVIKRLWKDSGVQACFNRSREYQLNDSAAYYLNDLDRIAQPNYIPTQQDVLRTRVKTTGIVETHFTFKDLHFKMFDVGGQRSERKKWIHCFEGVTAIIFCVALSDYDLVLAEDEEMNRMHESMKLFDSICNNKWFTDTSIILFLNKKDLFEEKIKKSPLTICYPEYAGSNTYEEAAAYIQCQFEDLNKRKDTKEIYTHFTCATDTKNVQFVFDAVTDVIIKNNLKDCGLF
GAA glycogen mod = alters human alpha-glucosidase cleavage of glycogen; Potency, µM (series often up to 76.4 µM), for the others: top-dose activity change, negative = inhibition, most hits filed as inhibitors; AID 2100; actives 0.38% (n = 300,000); P10253; recombinant GAA, glycogen substrate, Amplex Red glucose oxidase fluorescence;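 also: 0% = full enzyme reaction and -100% = no-enzyme basal signal; the screen sought inhibitors and activators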
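Recombinant human enzyme (4 nM); glycogen substrate; 37 C, 40 min, pH 5.0. Readout: coupled glucose oxidase/Amplex Red fluorescence.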
GLA spleen mod = inhibitors or activators of human alpha-galactosidase in spleen homogenate; P06280; human spleen homogenate, 4MU-alpha-Gal fluorescence, 40 min; Potency, µM (highest dose often 80 µM), for inactives: at the highest dose activity change, negative = inhibition, usual class: inhibitors; actives 0.008% (n = 240,000);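 also: 0% = enzyme with vehicle and -100% = no enzyme basal signal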
Target sequence (P06280 32-429 limits assumed): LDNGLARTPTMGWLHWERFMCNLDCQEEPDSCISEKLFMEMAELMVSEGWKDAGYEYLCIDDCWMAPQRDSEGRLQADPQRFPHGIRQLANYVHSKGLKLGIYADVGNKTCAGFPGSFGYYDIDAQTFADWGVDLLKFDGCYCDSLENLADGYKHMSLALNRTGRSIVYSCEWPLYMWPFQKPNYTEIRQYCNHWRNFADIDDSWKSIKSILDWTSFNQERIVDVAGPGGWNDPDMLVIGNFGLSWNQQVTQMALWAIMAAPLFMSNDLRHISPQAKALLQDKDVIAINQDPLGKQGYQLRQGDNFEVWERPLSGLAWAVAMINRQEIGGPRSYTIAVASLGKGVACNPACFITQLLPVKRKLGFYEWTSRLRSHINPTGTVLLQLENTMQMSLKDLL
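Human spleen homogenate (1 ug) was the enzyme source, with 4-methylumbelliferyl-alpha-D-galactopyranoside (1 mM final) in pH 5.0 citrate buffer with 0.01% Tween-20. Compounds were titrated; after 40 min at 37C, NaOH/glycine stop, 4-MU fluorescence read; AC50 from Hill fits.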
GAA inhib = blocks human lysosomal alpha-glucosidase | purified human GAA, 4-MU-alpha-glucoside fluorescence | Potency, µM (series often up to 76.9 µM), without a hit: top-dose activity change, negative = inhibition, most hits filed as inhibitors | actives 0.005% (n = 200,000) | AID 1466;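 also: plate controls were uninhibited enzyme wells for no effect and no-enzyme background for full effect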
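qHTS format, compound range up to 77 uM. Human lysosomal enzyme at 4 nM, 400 uM 4-MU glucoside substrate, pH 5.0, 20 min room temperature; fluorescence after alkaline stop gives activity normalized to controls.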
JMJD2E inh = blocks human JMJD2E demethylase activity | B2RXH2 | JMJD2E catalytic domain, FDH-coupled NADH fluorescence (FDH is formaldehyde dehydrogenase) | Potency, µM (highest dose often 57.1 µM), for the others: top-dose activity change, negative = inhibition, hits mostly inhibitors | actives 1.6% (n = 230,000); active = well fitted inhibition curve with a large enough effect, not every such curve was filed as active; inconclusive = small, poorly fitted or top-dose-only effect, or another doubt; inactive = no such curve, though single readings can be large or run the other way;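 also: 0% = wells with enzyme and -100% = buffer wells without enzyme; nearly all actives have a fitted effect of over 50% in size; many of its hits are not listed in these tables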
ALDH1A1 inh = blocks purified human ALDH1A1 activity. P00352. Purified ALDH1A1, NADH fluorescence, propionaldehyde substrate. Potency, µM (series often up to 75.3 µM), without a hit: top-dose activity, negative = inhibition, most hits filed as inhibitors. actives 7.3% (n = 220,000); active = well fitted inhibition curve with a large enough effect, not every such curve was filed as active; inconclusive = small, poorly fitted or top-dose-only effect, or another doubt; inactive = no such curve, though single readings can be large or run the other way;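 also: plate controls were no enzyme wells and a reference inhibitor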
SMN2 splice up = increases expression of the SMN2 splice variant | HEK293 SMN2-luciferase splicing reporter, luminescence, 30-36 h | Potency, µM (series often up to 46.1 µM), for inactives: at the highest dose activity change, positive = activation, most hits filed as activators | actives 2.8% (n = 210,000) | AID 1458; also: % of control where 0% means no effect; nearly all actives have a fitted effect of over 55% in size
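HEK293 cells carry an SMN2 […]–luciferase reporter in which exon 7 inclusion puts luciferase in frame. Cells were plated 10-12 h before compound addition, then incubated 30-36 h at 37C. ONE-Glo luminescence was read; sodium butyrate at 4.5 mM final served as control.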
aGlu spleen mod = inhibitors or activators of human alpha-glucosidase in spleen homogenate. P10253. human spleen homogenate, 4-MU-alpha-glucoside fluorescence. Potency, µM (doses to about 79.9 µM), for the others: at the highest dose activity change, negative = inhibition, actives largely listed as inhibitors. actives 0.006% (n = 240,000). AID 2112;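 also: 0% = enzyme with vehicle and -100% = no enzyme basal signal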
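AC50 values come from Hill-equation fits of concentration-response data, normalized to no-enzyme and full-activity controls. Enzyme source: 1 ug human spleen homogenate; 1 mM fluorogenic 4-MU glucoside, pH 5.0 citrate buffer, 37 C, 40 min.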
* marks the source's active call; other numbers are inactive results; u = inconclusive; x = not tested or not shown; & = joins results of further samples; [ ] = another dose, or the depositor's remark. Unless noted, calls follow the shape of the dose curve; as a rule, active = well fitted curve in the direction sought with a large enough effect; inconclusive = small, poorly fitted or top-dose-only effect, or another doubt; inactive = no such curve, though single readings can be large; an effect the other way counts as inactive or inconclusive. Potency is read from the fitted curve at half-maximal effect.

Second line of a record: RGS12 GoLoco inh	GAA glycogen mod	GLA spleen mod	GAA inhib	JMJD2E inh	ALDH1A1 inh	SMN2 splice up	aGlu spleen mod
COCCn1c(COc2cccc(OC)c2)nnc1SCC(=O)N1CCOCC1
  -1%	3%	4%	-2%	10%	3%	-9%	-6%
CCCCNC(=O)COC(=O)c1cc(C)oc1C
  4%	2%	-4%	12%	2%	1%	0%	2%
Cc1cccc(-c2nc(CS(=O)CC(=O)NC3CCCC3)c(C)o2)c1 (stereo unspecified)
  1%	-16%	4%	-5%	13%	u	-10%	7%
O=C(O)c1cccc(Cn2c(Cl)c(/C=N/NC(=O)c3cccc(O)c3)sc2=O)c1
  26%	-4%	7%	2%[15.4 µM]	-28%	-1%	x	0%
COCn1c(COc2ccc3ccccc3c2)nc2ccccc21
  6%	-6%	-1%	-8%	-2%	5%	11µM*	-2%
O=C(CN(Cc1ccccc1F)C(=O)Cn1nnc(-c2cccs2)n1)NCC1CCCO1 (stereo unspecified)
  6%	-1%	-1%	-2%	3%	-12%	-28%	2%
c1csc(-c2nc(-c3ccc(-c4ccon4)s3)no2)c1
  19%	6%	-4%	3%	u	u	x	4%
COc1cccc(C(=O)Nc2cccc(SC)c2)c1
  11%	-2%	10%	1%	1%	2%	u	-5%
CCCCc1c(C)[nH]c(C(=O)OCC)c1C
  3%	6%	5%	-7%	-3%	-2%	3%	x
CC(C)C(c1nnnn1C1CCCCC1)N1CCN(c2ncccn2)CC1 (stereo unspecified)
  -10%	2%	10%	3%	8%	-2%	-18%	-3%
N#Cc1cc(C(=O)c2ccccc2OCC(=O)Nc2ccccc2)cn(C2CCCCC2)c1=O
  1%	-7%	-20%	2%	10%	-6%	-4%	0%
O=C(Cn1cnc2c(cnn2-c2ccccc2)c1=O)NCCc1ccccc1
  7%	1%	11%	-2%	-7%	4%	-8%	2%
O=C(COc1ccc([N+](=O)[O-])cc1)NN=C1CCCC1
  4%	2%	-2%	-1%	2%	-6%	2%	-5%
Cc1ccc(-c2nnn(CC(=O)Nc3ccccc3-c3ccccc3)n2)c(-n2cnnn2)c1
  -15%	-19%	-8%	-10%	6%	25µM*	3%	4%
O=C(Nc1ccccn1)c1ccc2ccccc2n1
  22%	6%	-5%	-1%	u	u	11µM*	-5%
O=c1cc(-c2ccccc2)nc(N2CCCCC2)[nH]1
  3%	5%	-7%	1%	-6%	-9%	-7%	3%
CS(=O)(=O)N(CC(=O)Nc1cc(Cl)ccc1Cl)c1ccccc1Cl
  5%	-7%	-3%	u	1%	-16%	-13%	-6%
C#CCSc1nccc(-c2nn(-c3ccc(C)cc3)ccc2=O)n1
  5%	0%	1%	2%	u	u	u	-9%
CSc1nc(C)c2c(n1)N(c1cccc(C)c1)CC2
  10%	0%	-14%	1%	u	u	x	-6%
C=CCn1c(CC(=O)OC)csc1=Nc1ccc(C(C)=O)cc1
  -1%	-11%	0%	-5%	-3%	2%	-15%	1%
COc1cccc(/C=N/Nc2nnc(C)n2N)c1OCc1ccccc1Cl
  x	u	2%	9%	-10%	5%	x	-1%
NCC(=O)NCC(=O)OCc1ccccc1
  -3%	5%	-2%	-5%	-2%	-11%	8%	-6%
O=[N+]([O-])c1ccc(Cl)cc1N1CCCCC1
  -3%	6%	-1%	3%	6%	18µM*	x	1%
C=CCOc1ccc(Cl)cc1C(=O)O
  9%	-1%	-6%	u	-10%	3%	-9%	-5%
Cn1c(CNc2cccc(C(F)(F)F)c2)n[nH]c1=S
  7%	-12%	2%	11%	-26%	6%	x	5%
COCCCN1C(=O)C(=O)/C(=C(/O)c2ccc(OC(C)C)cc2)C1c1cccnc1 (stereo unspecified)
  -5%	3%	4%	-1%	-17%	-2%	-7%	-8%
CCCCNC(=O)C1CC(c2c(Cl)cccc2Cl)=NO1 (stereo unspecified)
  7%	5%	7%	0%	1%	-5%	-36%[inhibitor]	5%
Cc1ccc(NC(=O)Cn2nc(C(F)(F)F)c3c2CCC3)cc1
  -3%	2%	1%	-2%	-9%	-5%	-9%	-4%
O=C(NNC(=O)c1cc(-c2ccccc2)nn1-c1ccccc1)c1ccccc1
  34%[activator]	10%	-5%	2%	4%	u	-54%[inhibitor]	-1%
N#Cc1cccc(-c2cncnc2NCc2cccs2)c1
  0%	x	13%	x	x	-8%	x	8%
CSc1nc2nc3c(cn2n1)C(=O)CC(c1ccccc1)C3 (stereo unspecified)
  3%	6%	3%	-6%	1%	u	x	2%
O=C(Nc1cccc(C(=O)N2CCCC2)c1)c1ccccc1Cl
  18%	-2%	4%	-12%	5%	4µM*	10%	1%
CC(=O)OC1COC(n2ccc3cc([N+](=O)[O-])ccc32)C(OC(C)=O)C1OC(C)=O (stereo unspecified)
  0%	4%	2%	-3%	16%	-7%	-4%	2%
CCC(C)N(C)C1CCN(C(=S)Nc2cccc(OC)c2)CC1 (stereo unspecified)
  4%	-1%	7%	-3%	-6%	3%	2%	-4%
COCc1cc(N2CCN(c3ccccc3F)CC2)nc(-c2ccccc2)n1
  10%	-3%	-1%	-6%	-17%	u	-36%[inhibitor]	-2%
CCOC(=O)N1CCC(NC(=O)c2cc3c(=O)[nH]c4ccccc4c3n2C)CC1
  0%	3%	6%	1%	u	-20%	x	3%
Cc1cccc(-n2cnc3cc([N+](=O)[O-])ccc32)c1
  1%	-3%	3%	-4%	0%	u	0%	-1%
COc1ccc2nc(N/C(N)=N/S(C)(=O)=O)nc(C)c2c1
  -3%	1%	9%	x	u	x	x	4%
COc1cccc(CNc2nc3nc(C)c(Cl)c(=O)n3[nH]2)c1
  14%	1%	-10%	-2%	-9%	5%	x	-4%
NC(=O)c1ccccc1NS(=O)(=O)c1cccs1
  -6%	4%	5%	u	2%	u	x	-18%
Cc1cccc(/N=C/c2c(O)ccc3oc4c(c23)CCCC4)n1
  -9%	-1%	4%	-11%	-23%	u	u	-20%
Cc1cc(Br)ccc1OCC(=O)NNC(=O)c1ccc(NC(=O)C2CC2)cc1
  19%	6%	-4%	-5%	5%	5%	-4%	-10%
COc1ccc(/C=C/C(=O)Oc2cccc(/C=N/NC(=O)Cc3ccc(Br)cc3)c2)cc1
  -9%	-5%	-4%	x	4%	x	x	-5%
COC(=O)c1ccc(CSc2nc3c(c(=O)n2-c2ccc(F)cc2)SCC3)o1
  3%	-4%	3%	-5%	-5%	0%	-7%	-2%
NS(=O)(=O)c1ccc(CCNC(=O)Cc2c[nH]c3ccccc23)cc1
  -8%	4%	-13%	-3%	-4%	23%	0%	-1%
Cc1cn2c(nc1=O)OC1C(O)C(COC(=O)c3ccccc3)OC12 (stereo unspecified)
  -20%	x	5%	-14%	0%	3.2µM*	40%	3%
Cc1nc([N+](=O)[O-])c(Sc2nc3ccc([N+](=O)[O-])cc3[nH]2)n1Cc1ccccc1
  9%	17%	-8%	2%	7%	7.5µM*	24%	-5%
CCN(CC)C(=O)C(=O)c1cn(CC(=O)NCc2ccc3c(c2)OCO3)c2ccccc12
  7%	1%	-4%	u	17%	u	-1%	-1%
COc1ccc(NC(=O)Cn2ccc3c(OC)cccc3c2=O)cc1
  4%	1%	-2%	x	u	x	x	0%
COc1ccc(CN(CC2CCCO2)S(=O)(=O)c2ccc(-n3cnnn3)c(OC)c2)cc1 (stereo unspecified)
  9%	-5%	-4%	1%	13%	u	x	-3%
COCCn1c(=O)c(-c2ccc(F)cc2)nc2cnc(N(C)C)nc21
  1%	x	u	x	x	u	x	15%
Cc1ccccc1CSc1nnc(C)n1N
  2%	2%	-2%	0%	12%	6%	x	-3%
CC(C)NC[C@@H](O)COc1cccc2ccccc12
  -6%	x	3%	x	-4%	3%	14%	5%
N#CCCN1CCN(S(=O)(=O)c2ccc(S(=O)(=O)N3CCOCC3)cc2)CC1
  2%	-18%	15%	u	5%	-10%	-15%	12%
CCN1CCN(Cc2ccc(NC(=O)Nc3ccc(SC)cc3)cc2)CC1
  7%	-12%	-17%	-3%	1%	5%	u	-12%
COC(=O)[C@@H]1CCCN1Cc1nc(Cc2ccccc2F)no1
  15%	-2%	-6%	9%	9%	u	x	-3%
CCSc1ncc(C#N)c(N)n1
  4%	0%	-3%	-3%	-3%	10%	4%	-6%
C=CCOc1c(Br)cc(C2C3=C(CCCC3=O)N(C)C3=C2C(=O)CCC3)cc1OCC
  1%	2%	1%	4%	4%	u	-5%	0%
CCn1ncc(/C=N/N=C2\CCC3C4CCc5cc(O)ccc5C4CCC23C)c1C (stereo unspecified)
  3%	-9%	8%	5%	2%	-1%	-5%	4%
C=CCCCCCCCCC(=O)Nc1ncccn1
  -8%	-6%	11%	x	-3%	x	x	-1%

Following part
Second line of a record: RGS12 GoLoco inh	GAA glycogen mod	GLA spleen mod	GAA inhib	JMJD2E inh	ALDH1A1 inh	SMN2 splice up	aGlu spleen mod
CS(=O)(=O)N1CCCC(C(=O)N2CCOCC2)C1 (stereo unspecified)
  1%	6%	7%	0%	-1%	-14%	-16%	0%
CCc1nnc(NC(=O)CSc2ccc(-c3ccc(C)cc3)nn2)s1
  3%	2%	-5%	1%	5%	-9%	u	3%
Cc1ccc(CC2CC(=O)N(CCc3ccc4c(c3)OCO4)C2=O)cc1 (stereo unspecified)
  12%	-4%	-1%	-2%	12%	u	11%	-1%
Cc1ccc(C(=O)NCc2cccnc2)cc1S(=O)(=O)Nc1ccccc1
  8%	-14%	1%	2%	3%	5%	-5%	-9%
CC(C)[C@H](NC(=O)OCc1ccccc1)C(=O)N[C@H](C=O)Cc1ccccc1
  9%&-2%	x	5%&10%	x	-21%	-18%	-21%&-11%	-8%&-12%
O=C(Nc1nc2ccccc2[nH]1)c1ccccc1[N+](=O)[O-]
  0%	6%	-12%	2%	-8%	-5%	13µM*	-6%
CCOC(=O)N1CCN(C(=O)COC(=O)c2ccc(O)cc2O)CC1
  4%	7%	8%	6%	0%	5%	8%	8%

Compound activity as filed in PubChem BioAssay.

Some of the compounds tested, so the mix of outcomes need not match the whole.
